Calpain2 inh: inhibitors of pig calpain II, primary screen, biochemical, fluorogenic peptide substrate, 1536-well | purified calpain II, 30 min | inhibition, % at 16 µM | actives 0.37% (n = 220,000);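 active = inhibition above about 50%, limit read from the data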
TRPML3 ag: human TRPML3 channel agonists, primary screen, cell-based, HEK293 TRPML3-YFP, Fluo-8 calcium fluorescence, 3 µM. Mucolipin-3 (Homo sapiens), Q8TDD5. actives 0.29% (n = 220,000). activation, % at 3 µM. 100% = the carbachol control signal. AID 1448, 2008;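 active = activation above its plate's cutoff, the mean activation of the plate's test wells plus 3 SD, cut at about 12% in these data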;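 also: 0% = DMSO only wells and 100% = carbachol wells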
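Test system: TRPML3-YFP stable HEK293 cells. Doses: single point at 3 µM. Incubation: dye loading 1 h 37 °C then 30 min ambient, 125 s read. Signal: Fluo-8 calcium dye fluorescence, ex 470-495, em 515-575 nm. Measure: percent activation from peak-to-basal fluorescence ratio, scaled between DMSO and carbachol.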
S1P4 agonist: S1P4 receptor agonists, primary screen, cell-based. activation, % at 4.98 µM. Sphingosine 1-phosphate receptor 4 (Homo sapiens), O95977. actives 0.35% (n = 220,000). AID 1509, 2009. S1P4-expressing cell line, agonist reporter assay; in the data active = activation above about 11%;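 also: 0% = DMSO vehicle and 100% = reference agonist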
S1P4 antagonist: S1P4 receptor antagonists, primary screen, cell-based | actives 0.26% (n = 220,000) | S1P4-expressing cells, antagonist mode, reporter read-out | inhibition, % at 4.98 µM | Sphingosine 1-phosphate receptor 4 (Homo sapiens), O95977; in the data active = inhibition above about 29%;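 also: 0% = wells stimulated with agonist and 100% = vehicle wells without agonist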
BaF3 tox: parental Ba/F3 cell viability inhibition, counter-screen for JAK2V617F inhibitor project, murine pro-B, CellTiter-Glo luminescence | CellTiter-Glo ATP luminescence | actives 1.1% (n = 220,000) | inhibition, % at 5.6 µM | AID 1486, 2009;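 active = inhibition above a per-campaign cutoff, the mean inhibition of all tested compounds plus 3 SD, cut at about 27% in these data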;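 also: 0% = DMSO wells and 100% = JAK Inhibitor I control wells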
zfTRPN1 agonist: zebrafish TRPN1 channel agonists, primary screen, cell-based, HEK293, calcium fluorescence | activation, % at 3 µM | actives 0.18% (n = 220,000) | HEK293 zebrafish TRPN1-YFP, Fluo-8 calcium fluorescence; 100% = response to 87 µM carbachol | AID 1424, 2008 | transient receptor potential cation channel N1 (TRPN1/NompC), Danio rerio;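 active = activation above its plate's cutoff, the mean activation of test wells on that plate plus 3 SD, cut at about 19% in these data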;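 also: 0% = DMSO alone and 100% = 87 µM carbachol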
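Control set: carbachol 87 µM as high control, DMSO as low control; system: HEK293 stable line with zebrafish TRPN1-YFP; read-out: % activation versus carbachol response; detection: intracellular calcium fluorescence with Fluo-8; doses: single test compound dose, 3 µM nominal, 0.3% DMSO; schedule: dye 1 h 37 °C plus 30 min RT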
EP2 modulator: EP2 receptor modulators, cAMP readout, primary screen, cell-based, HTRF cAMP, PGE2 stimulation; induction, % at 25 µM; actives 0.83% (n = 260,000); Prostaglandin E2 receptor EP2 subtype (Homo sapiens), P43116; EP2-expressing cells, cAMP HTRF FRET, PGE2 co-stimulation; AID 940, 2007;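 active = compounds whose cAMP rise, as percent of the full-agonist control response, exceeds 60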;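 also: rat C6 glioma line stably carrying human EP2 under a CMV promoter; the protocol text gives 20 µM as final concentration; 100% = response of wells given 1 µM PGE2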
Ba/F3 V617F tox: reduced viability of JAK2V617F-dependent Ba/F3 cells, primary screen, JAK2V617F inhibitor project, cell-based, Ba/F3 EpoR-JAK2V617F, luminescence. ATP luminescence. inhibition, % at 5.6 µM. actives 1.1% (n = 220,000);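 active = inhibition above the campaign mean plus 3 SD over all tested compounds, cut at about 24% in these data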;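 also: cytokine-independent growth of Ba/F3 cells driven by EpoR plus mutant JAK2; 0% = DMSO-treated cells and 100% = JAK inhibitor I control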
PERK inh: block of dimerizer-induced PERK translation repression, primary screen, PERK inhibitor project, CHO PERK-DD cells, SEAP luminescence, HTS. Eukaryotic translation initiation factor 2-alpha kinase 3 (Homo sapiens), Q9NZJ5. CHO PERK-DD fusion, SEAP luminescence translation reporter. inhibition, % at 5.6 µM. actives 0.17% (n = 220,000). AID 1416, 2008;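 active = inhibition above the mean inhibition of all tested compounds plus 3 SD, set separately per screening campaign, cut at about 2.9% in these data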;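 also: PERK kinase domain activated by AP20187 dimerizer at 100 nM; 0% = DMSO with dimerizer and 100% = rapamycin at 8.4 µM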
Target sequence (Q9NZJ5 whole entry, looked up, the tested form may be a part): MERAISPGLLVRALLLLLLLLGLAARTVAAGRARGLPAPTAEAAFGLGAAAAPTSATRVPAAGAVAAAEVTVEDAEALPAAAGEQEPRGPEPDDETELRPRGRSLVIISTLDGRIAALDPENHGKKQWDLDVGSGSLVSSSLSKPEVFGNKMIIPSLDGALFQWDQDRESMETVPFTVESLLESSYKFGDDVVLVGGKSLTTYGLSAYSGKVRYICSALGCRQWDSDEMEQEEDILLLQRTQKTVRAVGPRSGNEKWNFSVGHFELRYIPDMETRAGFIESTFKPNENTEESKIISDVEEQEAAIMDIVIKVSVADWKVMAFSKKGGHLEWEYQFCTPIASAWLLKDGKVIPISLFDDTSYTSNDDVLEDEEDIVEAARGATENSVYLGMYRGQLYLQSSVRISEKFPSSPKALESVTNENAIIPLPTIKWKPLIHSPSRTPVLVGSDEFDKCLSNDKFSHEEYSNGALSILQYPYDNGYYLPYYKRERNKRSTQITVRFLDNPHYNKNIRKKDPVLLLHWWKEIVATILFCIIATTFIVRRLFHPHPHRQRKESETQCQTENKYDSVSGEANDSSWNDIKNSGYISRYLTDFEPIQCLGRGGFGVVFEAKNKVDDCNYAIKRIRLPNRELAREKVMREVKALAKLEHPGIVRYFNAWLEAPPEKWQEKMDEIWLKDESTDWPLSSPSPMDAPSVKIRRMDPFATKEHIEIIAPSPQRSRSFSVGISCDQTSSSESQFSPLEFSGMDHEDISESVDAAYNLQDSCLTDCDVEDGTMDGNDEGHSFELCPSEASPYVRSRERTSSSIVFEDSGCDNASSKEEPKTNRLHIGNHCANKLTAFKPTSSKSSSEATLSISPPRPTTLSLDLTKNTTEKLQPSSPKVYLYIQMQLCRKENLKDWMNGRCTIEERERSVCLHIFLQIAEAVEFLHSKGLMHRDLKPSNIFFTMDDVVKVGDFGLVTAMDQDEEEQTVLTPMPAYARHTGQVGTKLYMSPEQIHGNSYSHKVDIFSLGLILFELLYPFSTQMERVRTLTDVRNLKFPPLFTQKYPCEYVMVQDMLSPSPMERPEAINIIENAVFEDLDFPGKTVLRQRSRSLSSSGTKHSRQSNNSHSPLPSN
Starred values were filed as active, the others as inactive; i = inactive; · = not tested or not shown; & = joins results of further samples.

Preview (3 entries):
SMILES	Calpain2 inh	TRPML3 ag	S1P4 agonist	S1P4 antagonist	BaF3 tox	zfTRPN1 agonist	EP2 modulator	Ba/F3 V617F tox	PERK inh
CCN(CC)C(=O)CSc1nc2ccccc2c(=O)n1CCC(=O)N1CCN(c2ccccc2)CC1	10	0.1	0.5	2	9	0.1	16	4	1.2
COc1ccc(N(CC(=O)NCc2ccccc2C)S(=O)(=O)c2ccccc2[N+](=O)[O-])c(OC)c1	-31	1.0	0.2	8	7	0.3	-3	4	-0.1
CCOC(=O)Nc1cc(C(=O)OCC)c(C)nc1C	0	0.3	0.9	-8	0	0.6	2	-2	0.1

Results, from the first entry:
SMILES	Calpain2 inh	TRPML3 ag	S1P4 agonist	S1P4 antagonist	BaF3 tox	zfTRPN1 agonist	EP2 modulator	Ba/F3 V617F tox	PERK inh
CCN(CC)C(=O)CSc1nc2ccccc2c(=O)n1CCC(=O)N1CCN(c2ccccc2)CC1	10	0.1	0.5	2	9	0.1	16	4	1.2
COc1ccc(N(CC(=O)NCc2ccccc2C)S(=O)(=O)c2ccccc2[N+](=O)[O-])c(OC)c1	-31	1.0	0.2	8	7	0.3	-3	4	-0.1
CCOC(=O)Nc1cc(C(=O)OCC)c(C)nc1C	0	0.3	0.9	-8	0	0.6	2	-2	0.1
COC(=O)Cn1c(=NC(=O)c2cc(-c3cccs3)nc3ccccc23)sc2cc(S(N)(=O)=O)ccc21	-112	0.9	0.2	6	7	2.8	30	2	-1.4
O=C(c1ccccc1)N1CCN(CC(O)Cn2ccc3ccccc32)CC1 (centres undefined)	-10	0.6	0.8	-4	1	-0.3	-6	0	-1.1
Cc1ccccc1OCCCC(=O)Nc1ccc(N2CCOCC2)cc1	8	0.8	-1.5	-4	8	1.8	11	2	0.5
CC(=O)c1nn(-c2cccc(Br)c2)cc1C(=O)c1cccc2ccccc12	13	0.6	0.5	-17	2	-1.3	1	-4	0.7
O=C(CCC1CCCN(C(=O)c2ccco2)C1)NCc1ccccc1F (centres undefined)	5	0.0	-1.9	-3	5	0.8	-14	0	0.8
O=C(COC(=O)CN1C(=O)C2CCCCC2C1=O)Nc1ccc(S(=O)(=O)N2CCOCC2)cc1 (centres undefined)	-5	1.0	0.4	-21	5	1.2	4	-2	1.0
CCC(=O)n1nc(-c2ccc(OC)cc2)nc1SC	6	-0.1	3.0	-10	2	-0.9	28	-4	1.5
C1=C2C[N+]3(CCCC3)CC2Cc2ccc3ccccc3c21 (centres undefined)	-3	-0.2	-1.6	7	55*	0.7	23	64*	-0.9
COc1ccc(/C=N/Nc2cc(C)nc(N)n2)cc1	0	0.5	1.5	2	4	0.7	-24	0	1.2
Cc1cc2ccccc2c(=O)n1CC(=O)NCC(=O)N(C)Cc1ccccc1	-54	1.6	0.1	-3	7	4.5	16	-2	-0.8
CCNc1nc(CN2CCOCC2)nc2sc3c(c12)CCC3	-2	0.1	0.5	-1	5	-1.5	8	3	-1.6
O=C(NCCc1nc2ccccc2[nH]1)/C(=C/c1ccco1)NC(=O)c1ccco1	0	0.4	1.3	-2	5	0.7	17	1	0.5
CS(=O)(=O)N1CCN(c2ccc(NC(=S)NC(=O)c3ccccc3[N+](=O)[O-])cc2)CC1	-5	1.5	0.8	-1	8	0.3	-14	0	1.2
COc1ccccc1/C=N/NC(=O)C(=O)Nc1ccccc1OC(F)(F)C(F)F	19	0.4	-0.7	-30	6	2.2	-5	1	0.5
CS(=O)(=O)N1CC(C(=O)NN)Oc2ccc(Cl)cc21 (centres undefined)	2	1.0	-0.1	-3	2	-0.2	-11	-1	0.8
CC1(C)COC(c2ccc(F)c([N+](=O)[O-])c2)=N1	6	-0.5	-0.5	-12	3	0.9	0	-4	-0.3
O=C(c1ccccc1NS(=O)(=O)c1cccc(C(F)(F)F)c1)N1CCc2ccccc21	26	0.2	-1.7	-4	11	0.8	16	4	-0.9
CC1=CC2=NC(=O)/C(=C/c3cccs3)C(=N)N2O1	-13	0.1	-0.1	-3	2	0.7	-4	-2	0.1
CCn1c2ccccc2c2cc(NC(=O)CSc3nnc(C4CC4)n3Cc3ccco3)ccc21	-40	-1.4	0.5	-21	3	-3.0	-9	1	-0.5
Cc1cc([N+](=O)[O-])nn1CC(=O)N1CCOCC1	-3	1.0	3.7	-5	3	1.6	10	0	-0.3
COc1cc(C2NC(=O)NC(C)=C2C(=O)OC2CCCCC2)cc(Br)c1O (centres undefined)	·	-0.2	-2.6	7	4	0.1	·	-1	0.0
Cc1cc(C)c(S(=O)(=O)Cc2ccccc2)c(=O)[nH]1	-4	1.3	2.9	-23	-3	0.1	18	-2	0.5
O=C(CSc1nc2ccccc2s1)NCCOc1ccccc1	6	-0.3	2.5	-31	6	0.0	-6	-3	1.5
O=C1NC(c2cccc(Cl)c2)Nc2ccccc21 (centres undefined)	i	0.0	0.5	-8	8	1.0	51&32	0	1.2
COC(=O)Cc1sc(-c2ccccn2)nc1-c1ccccc1	-25	0.1	0.6	-16	5	-2.5	33	0	1.1
O=C(NCCc1ccc2c(c1)OCCO2)c1ccc(F)cc1	-7	1.0	1.1	-12	6	2.6	-18	-3	0.7
O=C(Nc1ccc2c(c1)C(=O)N(c1ccccc1)C2=O)c1cccs1	-33	1.5	1.0	2	13	0.9	-31	2	0.6
CCCCCOCC1CC(C/C(C)=N/Nc2nc(-c3ccccc3)cs2)C(=O)O1 (centres undefined)	0	0.1	-3.0	-4	12	-1.0	-32	2	0.5
O=C(Cc1cccc(C(F)(F)F)c1)NCC(c1ccco1)N1CCCCC1 (centres undefined)	-29	0.6	-0.1	-1	2	-0.7	-11	-2	0.7
CCN(CC)CCCN1C(=O)c2oc3ccccc3c(=O)c2C1c1cc(OC)ccc1OC (centres undefined)	-36	0.2	-0.7	-2	1	0.1	-4	0	-0.1
O=C(C1CCCCC1)N(Cc1nc2sc3c(c2c(=O)[nH]1)CCCC3)Cc1cccs1	-208	-0.6	0.5	-3	3	1.7	3	1	-0.2
COC(=O)c1ccc(COc2ccccc2/C=C(\C#N)C(=O)Nc2ccc(C)cc2C)cc1	-5	0.7	0.2	-9	-2	0.4	5	-3	1.0
COc1ccc(N2C(=O)CC(Nc3ccc(C)cc3)C2=O)cc1 (centres undefined)	3	0.0	-1.9	9	0	0.9	0	-3	0.8
COC(C(=O)Nc1ccc(F)c(F)c1)c1ccccc1 (centres undefined)	·	-0.1	-0.2	-5	2	-0.2	·	-6	0.3
C=CCOc1ccc(CNc2nccs2)cc1OC	-16	-0.8	0.6	-22	-2	-2.4	10	-2	0.8
Cc1ccc(/C=N/NC(=O)C[n+]2ccccc2)o1	-10	1.1	-1.2	11	3	1.7	25	-4	1.1
NS(=O)(=O)c1ccc(NC(=O)c2c(Cl)cccc2Cl)cc1	15	0.0	1.6	-1	11	1.2	0	2	0.2
COC(CNc1ncnc2c1cnn2C)OC	-1	0.9	2.2	-11	4	0.2	27	-4	1.6
CCCOc1ccc(-c2c(C(=O)N/N=C/c3ccc(OCC)cc3)nnn2-c2nonc2N)cc1	-348	0.4	3.7	-19	0	-0.3	6	-4	0.2
O=C1C=C(O)CC(c2cccs2)C1 (centres undefined)	-42	0.8	-0.8	-4	7	-0.1	3	1	0.5
CC(C)(C)OC(=O)N1CCC[C@H]1c1nnc(SCc2ccc(Cl)cc2)o1	-4	0.3	0.0	-10	-5	-1.2	28	-2	1.7
Cc1ncc(C23CC4CC(CC(C4)C2)C3)[nH]1	-13	1.2	1.3	9	-4	1.8	4	4	-0.3
COC(=O)c1ccccc1NC(=O)Cc1ccccc1OC	26	0.2	0.6	-22	1	-1.7	47	-3	-0.3
NC(=O)c1ccc([N+](=O)[O-])cc1SCc1ccccc1	-6	-0.4	0.1	-25	5	-0.6	-11	5	0.1
CC(=O)c1ccc(OCC(O)CN2CCOCC2)cc1 (centres undefined)	17	0.4	-0.6	-16	4	1.9	34	-2	0.7
O=C(Nc1cccc(S(=O)(=O)N2CCCCC2)c1)c1ccc2c(=O)n3c(nc2c1)CCCCC3	-27	0.5	0.1	-7	6	4.5	-15	2	0.3
CC(=O)N1CCN(c2ccc(NCc3ccc4c(c3)OCO4)cc2)CC1	3	-0.2	-1.1	-9	1	0.8	-23	1	-0.8
O=C(CC1SCCNC1=O)Nc1ccccc1Cl (centres undefined)	-15	0.8	-0.5	6	1	0.5	22	-3	1.9
COc1ccc(CNC(=O)c2ccc(C)o2)cc1	-22	0.4	0.5	5	1	-0.1	16	-2	-0.4
Cc1ccccc1N=C1NC(=O)/C(=C/c2cccnc2)S1	-13	0.3	0.7	15	-1	0.7	-5	-1	0.3
COC(=O)N[C@H](CC(C)=O)c1ccccc1	-3	0.2	1.2	-4	3	0.8	31	-1	0.3
COc1ccc(-c2cc(N)n(CCC#N)n2)c(OC)c1	-39	-0.1	1.9	8	-1	1.0	14	0	2.3
O=C(CSc1nc(C2CC2)nc2c1cnn2-c1ccccc1)Nc1c[nH]c(=O)[nH]c1=O	-90	0.1	-0.6	-20	2	0.2	-5	2	-0.4
Cc1nonc1OCCNCCNc1ccc([N+](=O)[O-])cc1Cl	26	0.3	-2.5	-2	10	-0.2	-58	4	-0.9
O=C(CNC(=O)C1CCCCC1)Nc1ccc(Cl)cc1	3	-0.8	-2.2	-1	-1	1.4	11	2	0.6
CN(C)S(=O)(=O)c1cccc(C(=O)NC2CCCc3ccccc32)c1 (centres undefined)	9	0.0	0.8	-2	8	-0.3	5	5	-2.2
O=C(O)CCSCCC(=O)O	2	0.6	-0.8	-4	6	0.9	-11	1	0.7

Additional records follow:
SMILES	Calpain2 inh	TRPML3 ag	S1P4 agonist	S1P4 antagonist	BaF3 tox	zfTRPN1 agonist	EP2 modulator	Ba/F3 V617F tox	PERK inh
COc1ccc(OC)c(/C=N/NC(=O)Cn2ccnc2C)c1	-314	0.5	-0.3	-3	1	-0.3	-5	-5	0.3
O=C(c1ccccc1)c1nc2ccccc2n(CCCn2c(=O)c(C(=O)c3ccccc3)nc3ccccc32)c1=O	-49	0.2	-0.3	-9	0	0.2	6	6	-0.8
COc1ccccc1OCCNc1cc(N2CCOCC2)ccc1[N+](=O)[O-]	-19	-1.0	-2.2	-4	1	2.0	-7	3	-0.3
COc1cccc(CN(C(=O)c2cc3ccccc3oc2=O)C2CC2)c1	8	-0.7	0.2	11	10	1.8	-19	5	-0.7
CCOC(=O)C1CCCN(C(=O)c2sc3nc(-c4ccccc4)cn3c2C)C1 (centres undefined)	0	2.4	1.0	0	-5	2.1	8	-4	-0.7

Compound activity: PubChem, several laboratories
